EWS-Fli block: EWS/Fli-driven NR0B1 reporter inhibitors, primary screen, A673 cells, NR0B1 luciferase, luminescence, MLPCN library | viability-normalised | inhibition, % at 12.6 µM | 350,000 tested, 0.67% active;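 active = mean inhibition of at least 50% after viability correction, with every replicate also passing that limit; inconclusive = mean reaches 50% but only one of two replicates passes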;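 also: firefly luciferase signal divided by Alamar Blue viability fluorescence both relative to DMSO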
RAD52 inh: RAD52 DNA annealing inhibitors, primary screen, biochemical, FRET, single point, set 2; recombinant RAD52 DNA annealing, FRET fluorescence; inhibition, % at 18.7 µM; 360,000 tested, 0.46% active; AID 651710, 2012;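 active = every replicate showing at least 50% inhibition; inconclusive = mean inhibition at least 50% but not in every replicate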
Target sequence (P43351 whole entry, looked up): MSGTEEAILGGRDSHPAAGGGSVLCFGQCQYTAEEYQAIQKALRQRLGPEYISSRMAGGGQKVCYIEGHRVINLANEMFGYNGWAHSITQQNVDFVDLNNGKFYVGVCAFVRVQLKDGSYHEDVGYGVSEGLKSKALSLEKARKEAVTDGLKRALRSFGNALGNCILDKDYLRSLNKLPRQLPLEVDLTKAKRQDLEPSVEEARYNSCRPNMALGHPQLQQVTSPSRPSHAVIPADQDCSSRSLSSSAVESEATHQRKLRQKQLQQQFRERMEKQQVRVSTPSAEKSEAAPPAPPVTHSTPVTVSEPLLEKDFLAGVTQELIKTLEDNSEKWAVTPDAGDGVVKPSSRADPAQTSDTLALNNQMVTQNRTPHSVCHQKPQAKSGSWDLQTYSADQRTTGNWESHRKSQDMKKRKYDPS
E-sel inducer: E-selectin induction in HUVECs, primary screen, imaging, HUVEC, immunofluorescence imaging, single point | normalized: neutral wells 0, TNF-alpha wells 100 | 260,000 tested, 0.37% active | P16581 | activation, % at 7.58 µM;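 active = mean E-selectin-positive cell signal at least 10% of the positive control, reached in at least 60% of replicates, without over 20% cell loss; inconclusive = no rule given, readout overlaps actives, possibly toxicity-flagged; inactive = the rest, including those meeting only one limit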;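 also: in these data hits start at about 27%; measured in HUVEC primary endothelial cells; signal is the percent of cells scored E-selectin positive by PE staining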
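Test system: HUVEC | Signal: Immunofluorescence imaging | Read-out: Percent E-selectin-positive cells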
esBAF inh: Bmi1 luciferase reporter increase in mESCs, primary screen, esBAF inhibitor project, mouse ES cells, Bmi1 luciferase knock-in, single point | 24 h; 100% = twice the neutral-well signal | reporter increase, % at 12.5 µM | 350,000 tested, 2% active | AID 602393, 2012; in the data active = activation above about 40%; inconclusive = no clear call, values can overlap the other calls;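 also: 0% = median of the plate's neutral control wells and 100% = double that signal; a rise in the Bmi1 reporter signal indicates esBAF inhibition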
S100A4 MyoIIA: inhibitors of S100A4-myosin IIA peptide binding, primary screen, biochemical, fluorescence polarization, TAMRA-MyoIIA peptide; 360,000 tested, 0.14% active; Protein S100-A4 (Homo sapiens), P26447; AID 652163, 2013; inhibition, % at 10.7 µM;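 active = mean inhibition of at least 70% across replicates, with every replicate also reaching that level; inconclusive = mean inhibition reaches 70% but some replicates fall short; inactive = mean inhibition below 70%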
Target sequence (P26447 whole entry, looked up): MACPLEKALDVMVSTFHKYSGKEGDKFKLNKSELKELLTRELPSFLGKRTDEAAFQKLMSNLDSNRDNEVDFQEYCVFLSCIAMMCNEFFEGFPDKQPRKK
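Test system: S100A4 monomer protein; Medium: HEPES pH 7.2 with CaCl2, KCl, NaCl, DTT, Triton; Probe or stimulus: TAMRA-labelled myosin IIA heavy-chain peptide probe, 5 nM; Doses: one dose per compound; Times: polarization read 5 min after assay mix addition, stable 5–60 min; Benchmarks: neutral control DMSO, positive control TFP.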
XiGFP reactiv: activators of inactive X chromosome reactivation, primary screen, imaging, XiGFP fibroblasts, GFP high-content imaging, set 2 | activation, % at 7.58 µM | XiGFP mouse fibroblasts, % GFP-positive cells imaging, 3 d; cells co-treated with 5-aza-dC sensitizer; scaled so ellipticine positive control = 100% | 360,000 tested, 0.055% active;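 active = mean normalized replicate activation at least 10% and every replicate at or above 10%; inconclusive = only one of the two criteria met; inactive = mean below 10% and not all replicates reach 10%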;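 also: 0% = median of on-plate neutral control wells and 100% = ellipticine 6 µM median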
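Material: XiGFP fibroblasts, SV40-immortalized. Buffer or medium: DMEM plus 5-aza-dC sensitizer. Compound: single concentration per compound, delivered by pin transfer. Times: 3 days compound exposure. Controls: ellipticine 6 µM.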
FN deposition inh: inhibitors of fibronectin matrix deposition, primary screen, AH1F cells, Alexa488-fibronectin fluorescence, plate reader; 350,000 tested, 0.086% active; AH1F fibroblasts, overnight; inhibition, % at 12.6 µM;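 active = mean inhibition across replicates of 30% or more, regardless of how many single replicates reach that level; inconclusive = mean under 30% yet at least half of replicates reach 30%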;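 also: positive control wells lacked labelled fibronectin entirely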
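Measured by – fluorescence 485/525 nm · System – AH1F fibroblast monolayer, labelled fibronectin deposition · Amount – 10000 cells per well · Buffer or medium – serum-reduced DMEM (2% serum) · Doses – single dose, pinned · Also added – fluorescent fibronectin at 24 nM final · Schedule – 1 h cell attachment, overnight exposure to compound and label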
RAD54 inh: inhibitors of human RAD54 branch migration, primary screen, biochemical, fluorescence, single point; DNA repair and recombination protein RAD54-like (Homo sapiens), Q92698; RAD54 Holliday junction branch migration, FAM/BHQ fluorescence; inhibition, % at 10.4 µM; 360,000 tested, 0.14% active;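 active = mean normalized replicate activity at least 40 and at least half of replicates scoring 40 or more; inconclusive = only one of the two criteria met; inactive = mean below 40 and under half of replicates reaching 40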;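 also: 0% = median of neutral control wells and 100% = median of positive control wells; inhibitors cause a drop in the FAM fluorescence signal; in these data hits start at about 50%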
Active calls of the source: *; & = joins results of further samples; ! = not active in a repeat.

For C[C@]1(C(=O)NCc2cc(F)cc(C(F)(F)F)c2)C=C[C@@H](Cc2ccccc2)N1C(=O)c1ccccc1 the results were EWS-Fli block 2.4, RAD52 inh -13.3, E-sel inducer -0.1, esBAF inh 1.1, S100A4 MyoIIA 0.4, XiGFP reactiv 0.0, FN deposition inh -7.8 and RAD54 inh 6.2.
Cc1ccc(CNS(=O)(=O)c2cc3c4c(c2)C(C)C(=O)N4CCC3)cc1 (stereo not given) was read as EWS-Fli block 5.1, RAD52 inh -13.0, esBAF inh 4.4, S100A4 MyoIIA 3.8, XiGFP reactiv -0.1, FN deposition inh -1.6 and RAD54 inh -4.8.
CCCNC(=O)N1C[C@@H](O)COC[C@H]2O[C@H](CC(=O)N3CCC(Cc4ccccc4)CC3)CC[C@@H]21 was read as EWS-Fli block 6.0, RAD52 inh -15.2, E-sel inducer 0.0, esBAF inh 8.6, S100A4 MyoIIA 0.3, XiGFP reactiv -0.1, FN deposition inh -4.6 and RAD54 inh -2.0.
`CC1=C(C(=O)N2CCCCCC2)CC(CC(=O)NC2CCCCC2)C(=O)N1Cc1ccc(F)cc1` (stereo not given) gave EWS-Fli block -3.9, RAD52 inh -3.5, E-sel inducer -0.2, S100A4 MyoIIA -7.4, XiGFP reactiv 0.0 and FN deposition inh -6.0.
`Cc1ccc(S(=O)(=O)Nc2ccc3c(c2)C(=O)N([C@H](C)CO)C[C@H](C)[C@H](CN(C)C(=O)Nc2ccc4c(c2)OCO4)O3)cc1` gave EWS-Fli block -5.6, E-sel inducer 0.0, esBAF inh -3.0 and XiGFP reactiv -0.1.
CS(=O)(=O)Nc1ccc(C2=NN(S(C)(=O)=O)C(c3ccc4nccnc4c3)C2)cc1 (stereo not given) was read as EWS-Fli block -13.4, RAD52 inh -12.9, E-sel inducer -0.4, esBAF inh 5.2, S100A4 MyoIIA -32.9, XiGFP reactiv -0.1, FN deposition inh -0.5 and RAD54 inh 0.9.
`CCOC(=O)N1CCC(NC(=O)C2CCN(C(=O)c3cc4oc(C)cc4n3Cc3c(F)cccc3Cl)CC2)CC1` gave EWS-Fli block 15.4, RAD52 inh -12.4, E-sel inducer -0.4, S100A4 MyoIIA 5.0, XiGFP reactiv 0.0 and FN deposition inh -9.3.
For CCOC(=O)COc1ccc2c(c1)C(=O)CC1(CCN(C(C)=O)CC1)O2 the results were EWS-Fli block 0.6, RAD52 inh 4.3, esBAF inh -6.8, S100A4 MyoIIA -3.7 and RAD54 inh -1.1.
`C[C@H](NC(=O)C[C@@H]1CC[C@H](NS(=O)(=O)c2cccc(F)c2)[C@@H](CO)O1)c1ccccc1` gave RAD52 inh 11.5, E-sel inducer -0.3, esBAF inh 0.7, S100A4 MyoIIA -33.5, XiGFP reactiv 0.0, FN deposition inh 2.2 and RAD54 inh 4.1.
O=C(Cc1ccccc1Cl)N1CCN(c2ncccn2)CC1 was read as EWS-Fli block -6.9, RAD52 inh 0.5, esBAF inh -6.3, S100A4 MyoIIA 3.2, XiGFP reactiv 0.0 and RAD54 inh -0.1.
CC(C)c1csc(CN2CCC(N3CCC(C(=O)NCC4CCCO4)CC3)CC2)n1 (stereo not given) was read as EWS-Fli block -1.9, RAD52 inh -25.2, E-sel inducer 4.3, esBAF inh 3.2, S100A4 MyoIIA -2.9, XiGFP reactiv 0.2 and FN deposition inh -12.8.
`C/C(=N\NC(N)=S)C1(C)CCCCC1` gave EWS-Fli block 3.9, RAD52 inh 3.6, esBAF inh -3.0, S100A4 MyoIIA -3.6, XiGFP reactiv -0.1, FN deposition inh -0.6 and RAD54 inh -4.2.
Screening O=C(C[C@@H]1CC[C@@H]2[C@H](COC[C@@H](O)CN2S(=O)(=O)c2ccc(F)cc2)O1)N[C@@H]1CCN(Cc2ccccc2)C1 returned EWS-Fli block -9.1, RAD52 inh -11.9, E-sel inducer -0.1, esBAF inh 4.6, S100A4 MyoIIA 5.7, XiGFP reactiv 0.0, FN deposition inh -10.3 and RAD54 inh -2.5.
CC(C)c1cn(CC[C@@H]2CC[C@@H](NS(=O)(=O)c3ccc(F)cc3)[C@H](CO)O2)nn1 was read as EWS-Fli block -2.4, RAD52 inh -16.4, E-sel inducer 0.1, esBAF inh 4.8, S100A4 MyoIIA 5.4, XiGFP reactiv 0.1, FN deposition inh -3.8 and RAD54 inh 2.4.
CCOc1cc(C(=O)O)ccc1OCCOc1ccccc1 was read as EWS-Fli block 9.5, RAD52 inh -10.4, esBAF inh -6.6, S100A4 MyoIIA 0.7, XiGFP reactiv -0.1, FN deposition inh -24.6 and RAD54 inh -0.7.
For COc1ccc(NS(=O)(=O)c2ccc(S(=O)(=O)N3CCCC3)cc2)cc1Cl the results were RAD52 inh -7.0, esBAF inh 2.2, S100A4 MyoIIA -5.4 and RAD54 inh -7.4.
Screening CCN1CCN(Cc2ccc(NC(=O)c3ccc(C)c(NC(=O)c4c[nH]c5cc(C(F)(F)F)ccc5c4=O)c3)cc2C(F)(F)F)CC1 returned EWS-Fli block 63.3*!, RAD52 inh -9.0&-6.7, E-sel inducer -6.8, esBAF inh -86.5&-85.3, S100A4 MyoIIA 0.6&-0.1, XiGFP reactiv -0.1&0.0, FN deposition inh -13.3&-13.4 and RAD54 inh -2.6&-2.2.
N#C[C@@H]1[C@H](c2ccccc2-c2ccccc2)[C@H](CO)N1C(=O)Cc1ccccc1 was read as EWS-Fli block -4.7, RAD52 inh -4.6, E-sel inducer 0.0, S100A4 MyoIIA -0.7, XiGFP reactiv 0.0 and FN deposition inh -6.4.
CC1CCCCN1C(=O)CCS(=O)(=O)Cc1ccccc1 (stereo not given) was read as EWS-Fli block -7.9, RAD52 inh -4.8, E-sel inducer -0.2, esBAF inh -1.4, S100A4 MyoIIA 7.0, XiGFP reactiv 0.3, FN deposition inh 1.4 and RAD54 inh 9.6.
Screening COc1ccccc1CNC(=O)/C=C/c1ccc(S(=O)(=O)N2CCOCC2)cc1 returned EWS-Fli block 2.2, RAD52 inh -23.5, S100A4 MyoIIA -0.4, XiGFP reactiv 0.4 and FN deposition inh -0.5.
Cc1ccc(C(=O)NC(C)C2CC3CCC2C3)cc1 (stereo not given) was read as EWS-Fli block -21.9, RAD52 inh -11.8, S100A4 MyoIIA 3.4, XiGFP reactiv 0.9, FN deposition inh 4.3 and RAD54 inh 1.7.
COC(=O)c1ccc(C(C(=O)NC2CCCCC2)N(CCc2ccccc2)C(=O)Cc2cccs2)cc1 (stereo not given) was read as E-sel inducer 0.0, XiGFP reactiv -0.1, FN deposition inh 4.5 and RAD54 inh 2.9.
S=c1[nH]nc(NCCCN2CCOCC2)s1 was read as EWS-Fli block 2.9, RAD52 inh 22.5, E-sel inducer 0.1, S100A4 MyoIIA 7.7, XiGFP reactiv -0.3 and FN deposition inh -0.6.
For CC(C1CC1)N(Cc1ccccc1)C(=O)NC(=O)c1cccc(F)c1 (stereo not given) the results were EWS-Fli block -0.6, RAD52 inh -6.6, E-sel inducer 1.7, esBAF inh 6.4, S100A4 MyoIIA 3.6, XiGFP reactiv 0.0 and RAD54 inh -1.4.
COc1ccc(NC(=O)c2cc(-c3cc(Cl)ccc3OC)n[nH]2)c(OC)c1 was read as EWS-Fli block 7.4, RAD52 inh -2.6, E-sel inducer 2.2, esBAF inh 4.4, S100A4 MyoIIA 0.4, XiGFP reactiv 0.1, FN deposition inh 9.6 and RAD54 inh 1.2.
`CCS(=O)(=O)Nc1ccc2c(c1)C(=O)N(C)[C@@H]1CC[C@@H](CC(=O)NCc3ccccc3F)O[C@H]1CO2` gave EWS-Fli block -6.0, RAD52 inh 27.7, E-sel inducer -0.1, esBAF inh -0.4, S100A4 MyoIIA -3.4, XiGFP reactiv 0.0, FN deposition inh 6.1 and RAD54 inh 1.6.
`CCOC(=O)CSc1nc(C)c(CC)c(C)c1C(N)=O` gave EWS-Fli block 4.3, RAD52 inh -7.7, esBAF inh 2.8, S100A4 MyoIIA 10.4, XiGFP reactiv 0.0, FN deposition inh 0.9 and RAD54 inh -7.4.
For O=C(NC(=S)NNC(=O)c1ccco1)c1ccc(F)cc1 the results were RAD52 inh -21.4, esBAF inh 10.9, S100A4 MyoIIA -0.8, XiGFP reactiv 0.1, FN deposition inh -3.4 and RAD54 inh -0.3.
For CNC[C@@H]1OCCCC[C@H](C)Oc2ccc(NS(=O)(=O)c3ccc(C)cc3)cc2C(=O)N([C@H](C)CO)C[C@@H]1C the results were EWS-Fli block 1.2, RAD52 inh -61.0, E-sel inducer 1.3, esBAF inh -3.4, S100A4 MyoIIA -5.7, XiGFP reactiv 0.2, FN deposition inh -1.3 and RAD54 inh -1.1.
Cc1ccc(CNS(=O)(=O)c2c(C)[nH]c(C)c2C(=O)N2CCCCC2)cc1 was read as EWS-Fli block 1.4, RAD52 inh -12.0, esBAF inh -0.3, S100A4 MyoIIA 1.2, XiGFP reactiv 0.1, FN deposition inh 0.7 and RAD54 inh -12.6.
For COc1ccc2c3c([nH]c2c1)[C@H](CO)N(C(=O)c1cnccn1)CC31CN(S(C)(=O)=O)C1 the results were EWS-Fli block 0.9, RAD52 inh -2.0, E-sel inducer 0.4, S100A4 MyoIIA -7.4 and XiGFP reactiv 0.5.
Screening CCNC(=O)C1CCCN(C(=O)c2cc(F)ccc2C)CC1 (stereo not given) returned EWS-Fli block -6.0, RAD52 inh -10.1, E-sel inducer 0.7, esBAF inh -8.3, S100A4 MyoIIA -0.6, XiGFP reactiv 0.0, FN deposition inh 0.1 and RAD54 inh -3.5.
COC(C(=O)Nc1ccnn1C1CCN(Cc2cnn(C(C)C)c2)CC1)c1ccccc1 (stereo not given) was read as RAD52 inh -30.8, E-sel inducer -0.1, esBAF inh 2.6, S100A4 MyoIIA -0.3, XiGFP reactiv 0.0, FN deposition inh -2.4 and RAD54 inh 11.6.
Screening CN(C)C(=O)c1cccc(-c2ccc3c(c2)[C@@H]2[C@@H](CCN2C(=O)C2CC2)[C@@H](CO)N3)c1 returned EWS-Fli block 2.4, RAD52 inh 1.2, E-sel inducer 0.1, esBAF inh 15.0, S100A4 MyoIIA -3.2, XiGFP reactiv 0.1, FN deposition inh -1.6 and RAD54 inh -2.6.
COC(=O)c1ccccc1NC(=O)CCC(=O)N1CC(C)Oc2ccc(C)cc21 (stereo not given) was read as EWS-Fli block 1.9, RAD52 inh -20.0, E-sel inducer -0.1, esBAF inh -3.3, S100A4 MyoIIA -0.8, XiGFP reactiv 0.1, FN deposition inh 5.4 and RAD54 inh 2.7.
`Clc1cccc(/C=N/Nc2nnc(Cl)c3ccccc23)c1` gave RAD52 inh -8.7, esBAF inh inconclusive, S100A4 MyoIIA -3.6 and RAD54 inh -4.6.
